TCR-CD3 inh: inhibitors of human TCR-CD3 interaction, primary screen, biochemical, fluorescence, TAMRA-labeled TCR probe; inhibition, % at 9.4 µM; T-cell receptor (TCR); AID 651800, 2012; 360,000 compounds, 0.37% hits; in the data active = inhibition above about 19%;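 also: recombinant mutant TCR 2C K166C tagged with TAMRA read by polarization; 0% = receptor in buffer alone and 100% = receptor with positive control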
GC-B act: human GC-B receptor activators, primary screen, HEK293 GC-B cells, cGMP TR-FRET, EC30 CNP; activation, % at 10 µM; AID 1920062, 2024; 0% at EC30 CNP, 100% saturating CNP; 370,000 compounds, 0.11% hits;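 active = activation at 10 µM reaching about 35% in either raw or pattern-adjusted values, limit read from the data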
MBD2 DNA inh: inhibitors of MBD2 binding to methylated DNA, primary screen, biochemical, TR-FRET, DNA-binding domain, human | Methyl-CpG-binding domain protein 2 (Homo sapiens), Q9UBB5 | MBD2 binding to methylated oligonucleotide | inhibition, % at 4.4 µM | 370,000 compounds, 0.31% hits; in the data active = inhibition above about 13%
PRMT1 inh: PRMT1 methyltransferase inhibitors, primary screen, biochemical, fluorescence polarization. Protein arginine N-methyltransferase 1 (Homo sapiens), Q99873. recombinant PRMT1, activity-based probe fluorescence polarization. 370,000 compounds, 1.3% hits. inhibition, % at 2.79 µM;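 active = inhibition above about 21% made by adding two undisclosed values, limit read from the data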
GC-A act: GC-A stimulated cGMP production enhancers – HEK293 GC-A cells, cGMP TR-FRET, EC30 ANP, primary screen; Atrial natriuretic peptide receptor 1 (Homo sapiens), P16066; 0% at EC30 ANP, 100% saturating ANP; activation, % at 10 µM; 370,000 compounds, 0.14% hits; AID 1671463, 2021; in the data active = activation above about 40%
UHRF1 MBD2 ctr: UHRF1 methylated DNA binding inhibitors, primary screen, counter-screen for MBD2 inhibitor project, biochemical, TR-FRET, human UHRF1, single concentration. E3 ubiquitin-protein ligase UHRF1 (Homo sapiens), Q96T88. UHRF1 binding to methylated oligo. 370,000 compounds, 0.75% hits. inhibition, % at 4.4 µM. AID 687016, 2013; in the data active = inhibition above about 21%;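 also: UHRF1 SRA domain binding a hemimethylated CpG hairpin DNA probe; 0% = median of test compound wells and 100% = reference inhibitor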
Target sequence (Q96T88 whole entry, looked up, the tested form may be a part): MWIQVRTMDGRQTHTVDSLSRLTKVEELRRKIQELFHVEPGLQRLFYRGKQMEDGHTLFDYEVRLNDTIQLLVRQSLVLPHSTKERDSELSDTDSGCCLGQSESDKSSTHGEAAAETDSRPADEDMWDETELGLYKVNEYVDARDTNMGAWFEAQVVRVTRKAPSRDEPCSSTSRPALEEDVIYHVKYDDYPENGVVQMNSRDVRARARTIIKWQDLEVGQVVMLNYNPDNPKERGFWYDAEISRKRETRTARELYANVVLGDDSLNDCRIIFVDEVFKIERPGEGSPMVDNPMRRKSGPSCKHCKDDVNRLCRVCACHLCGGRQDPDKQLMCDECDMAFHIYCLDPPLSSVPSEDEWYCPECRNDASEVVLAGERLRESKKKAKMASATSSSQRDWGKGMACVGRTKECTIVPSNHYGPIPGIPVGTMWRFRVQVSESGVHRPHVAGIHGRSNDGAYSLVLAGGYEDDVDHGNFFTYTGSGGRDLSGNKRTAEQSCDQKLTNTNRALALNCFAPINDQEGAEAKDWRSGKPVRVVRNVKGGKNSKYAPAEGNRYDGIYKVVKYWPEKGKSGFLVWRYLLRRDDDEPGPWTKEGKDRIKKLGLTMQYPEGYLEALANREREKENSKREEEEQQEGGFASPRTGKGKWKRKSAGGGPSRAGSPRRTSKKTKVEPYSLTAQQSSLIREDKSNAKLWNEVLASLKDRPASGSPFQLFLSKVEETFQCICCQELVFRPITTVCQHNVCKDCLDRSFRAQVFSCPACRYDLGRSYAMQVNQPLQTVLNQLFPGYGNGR
SIAE inh: human SIAE inhibitors, primary screen, biochemical, fluorescence polarization, FP-Rh probe, 1536-well HTS; Sialate O-acetylesterase (Homo sapiens), Q9HAT2; SIAE FP-Rh probe binding; inhibition, % at 9.66 µM; 370,000 compounds, 0.69% hits; AID 1053197, 2014;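 active = inhibition above a cutoff: mean of compounds within the control limits plus 3 SD of those, cut at about 17% in these data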;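 also: 0% = plate median of compound wells and 100% = probe without SIAE protein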
HTRA1 inhibitor: HTRA1 serine protease inhibitors, primary screen, biochemical, fluorescence polarization, HTS; inhibition, % at 5.96 µM; 340,000 compounds, 0.5% hits; recombinant HTRA1, FP-rhodamine activity-based probe; in the data active = inhibition above about 36%;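 also: 0% = enzyme with DMSO and 100% = wells lacking enzyme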
ABHD4 inh: ABHD4 inhibitors, primary screen, biochemical, fluorescence polarization, mouse; inhibition, % at 8.92 µM; purified mABHD4, FP-Rh probe fluorescence polarization; 370,000 compounds, 0.54% hits;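 active = inhibition exceeding the mean over every tested compound plus 3 SD, cut at about 30% in these data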;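 also: 0% = plate median of compound wells and 100% = S159A mutant with DMSO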
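system = mouse ABHD4 enzyme, wild type | medium = HEPES pH 7.0, NaCl, Pluronic buffer | also added = FP-Rh probe | incubation = Enzyme–compound pre-incubation 45 min, then probe 60 min, both 25 °C | technique = fluorescence polarization, excitation 525 nm, emission 598 nm, BODIPY TMR filters | controls = S159A mutant high control, sample median low control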
rCAG RNA binder: binders of r(CAG) RNA repeats, primary screen, biochemical, fluorescence; r(CAG) RNA repeat, TO-PRO-1 dye displacement fluorescence; inhibition, % at 3 µM; 370,000 compounds, 1.3% hits;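 active = inhibition above the plate cutoff, the mean of all test compounds on that plate plus 3 SD, cut at about 35% in these data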;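 also: 0% = DMSO alone and 100% = 100 µM mitoxantrone as full dye displacement; higher means more dye released from RNA so lower well fluorescence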
Numbers without * were called inactive; x = no result given. Not all compounds are listed (hit frequency here may not be typical).

SMILES	TCR-CD3 inh	GC-B act	MBD2 DNA inh	PRMT1 inh	GC-A act	UHRF1 MBD2 ctr	SIAE inh	HTRA1 inhibitor	ABHD4 inh	rCAG RNA binder
CCC1=NN2C(=N)/C(=C/c3c(C)nn(-c4ccccc4)c3Cl)C(=O)N=C2S1	0	-6	7	8	3	0	2	-3	10	16
COc1ccccc1CN1CCN(C(=O)c2ccco2)CC1	-1	-1	-1	-3	2	0	1	-15	11	-3
Cc1ccc(NS(=O)(=O)c2cc(C(=O)NCCSC3CCCCC3)ccc2C)cc1	-1	9	3	-2	-5	-2	-99	-77	-66	4
Oc1ccccc1/C=N/Nc1ncc(Br)cn1	-5	-20	0	0	-32	7	3	-6	7	0
CCOC(=O)N1CCN(C(=O)COc2ccc(S(=O)(=O)NCC(C)C)cc2C)CC1	4	5	-5	-3	0	-4	1	-1	-4	-8
N#CC(=C(O)COC(=O)CCC1CCCCC1)c1nc2ccccc2[nH]1	6	-1	0	0	-5	-1	-4	7	4	10
Cc1cc(C)n2nc(C(=O)NC3CCCc4ccccc43)nc2n1 (stereo unspecified)	2	2	-8	-1	-2	-4	-3	0	0	-5
Cc1cccn2c(=O)c3cc(C#N)c(=NC(=O)c4cccnc4)n(CC4CCCO4)c3nc12 (stereo unspecified)	-9	0	-11	8	2	-3	-3	0	-6	-2
CN(CC(=O)NCc1ccccn1)S(=O)(=O)c1cc(Cl)ccc1Cl	4	-2	1	-2	2	1	0	-7	-2	-4
CCOc1ccccc1C1CC(c2ccc(Cl)cc2)Nc2nc(N)nn21 (stereo unspecified)	-6	-6	-5	3	-11	-2	0	1	-2	-1
Cc1sc2nc(NCCO)[nH]c(=O)c2c1C	2	2	2	-7	14	-2	1	2	-5	0
CC(=O)Nc1ccc2nc(NC(=O)CS(=O)(=O)c3ccccc3)sc2c1	4	-3	1	0	1	0	-9	0	17	8
Cc1cc(C)c2c(c1)c1nnc(SCCN3CCOCC3)nc1n2C	0	-3	-5	5	8	-1	-8	-11	-8	-1
CCN1CCN(c2c(S(=O)(=O)c3ccc(Cl)cc3)cnc3ccccc23)CC1	-10	-13	-3	2	-14	-1	6	x	3	-1
COc1ccc(/C=N/NC(=O)CCc2c(C)n[nH]c2C)cc1OC	-3	0	0	1	-3	-1	-2	-1	-1	-8
Cc1ccc(-n2ccnc2SCC(=O)N(CC(C)C)C2CCS(=O)(=O)C2)c(C)c1 (stereo unspecified)	7	-8	-3	-1	-10	0	-7	-5	-3	-13
Cn1nccc1-c1ccc(C(=O)Nc2cccc(NS(C)(=O)=O)c2)c2occc12	0	3	8	7	9	4	-9	x	-11	5
CCOc1nc(Nc2ccccc2)nc(OCC)n1	2	1	-6	-3	2	-3	-4	-8	-4	0
COc1ccc(/C=C2\CC3(OC(=O)C4CCCC4)CCCN2C3)cc1 (stereo unspecified)	x	-4	1	0	-5	2	-2	x	3	4
Cc1ccc(C)c(CSc2nnc(-c3cccnc3)n2N)c1	-3	-1	-2	-1	6	5	0	-2	0	-4
CC(C)(C)NC(=O)NC(=O)COC(=O)c1ccco1	9	9	0	1	-2	2	7	1	0	0
COC(=O)C1=CN(CCOC23CC4CC(CC(C4)C2)C3)C=C(C(=O)OC)C1c1ccsc1	-7	2	3	3	0	-1	1	-18	-12	0
Cc1ccc2[nH]c3c(=O)n(CC(=O)NCCCN(C)Cc4ccccc4)ncc3c2c1	8	-10	-1	-1	-8	1	-5	6	0	-3
CNC(=S)N/N=C(\C)c1ccccc1	2	2	-3	-1	5	-1	6	4	4	0
O=C(c1ccc(S(=O)(=O)NCc2ccco2)cc1)N1CCN(Cc2ccccc2F)CC1	-5	-2	3	1	-1	-1	2	2	4	-8
CCC(C(=O)O/N=C(\N)c1ccc(C)cc1)c1ccccc1 (stereo unspecified)	-9	0	-5	-1	4	1	0	-7	-6	-5
Cc1nc(Cl)sc1C(=O)Nc1ccccc1	-4	3	1	1	1	0	-6	-8	-3	-1
COc1ccc(NC(=O)c2cc(Br)ccc2Cl)c([N+](=O)[O-])c1	6	-1	2	-4	2	1	3	-4	3	-4
COc1ccc(C(=O)Nc2ccccc2C(=O)N2CCOCC2)cc1Br	1	-1	5	2	1	17	1	-6	-4	-4
CCN1CCN(C(=O)c2ccccc2NS(=O)(=O)c2ccc(Cl)cc2)CC1	8	-1	-3	1	2	-2	3	0	0	11
CC1CCCC(NC(=O)c2ccc3c(SCC(=O)O)c4c(nc3c2)CCC4)C1C (stereo unspecified)	5	-1	1	-1	-5	-3	3	3	-5	3
Cc1ccc(S(=O)(=O)NCCCCCC(N)=O)cc1	-8	5	3	-2	-1	-1	-1	7	-5	2
CCn1c(SCc2cccc(C(=O)O)c2)nnc1-c1ccccc1	14	10	-1	-2	0	1	1	4	0	1
CCCCn1c(O)c(N=NC(=O)c2ccccc2NS(=O)(=O)c2cccs2)c2ccccc21	4	6	-6	0	6	-3	-8	15	10	18
COc1ccccc1Nc1nc(N)nc(CSC(=S)N2CCC(C)CC2)n1	8	0	-2	0	2	13	-4	-37	-6	0
CC(NC(=O)CCNC(=O)c1ccc(Br)cc1)c1ccc(S(N)(=O)=O)cc1 (stereo unspecified)	-6	-2	-6	-4	-1	4	-9	4	-10	6
NC(=O)[C@H]1CC2(CC(c3cccc(NC(=O)CC(c4ccccc4)c4ccccc4)c3)=NO2)CN1C(=O)c1ccccc1C(=O)c1ccccc1 (stereo partly specified)	6	2	3	0	1	-3	-45	-86	-46	24
Cc1nc(NC(=O)c2cc3ccccc3o2)sc1C	0	3	-5	0	1	1	7	-10	3	6
COc1ccc(NC(=O)N2C[C@H]3CON(C)[C@H]3C[C@H]2c2ccc(N3CCCCC3)cc2)cc1	-3	-2	-2	10	-1	-3	2	x	8	4
O=C(NCc1cccnc1)/C(=C\c1ccc(-c2cccc(Cl)c2)o1)S(=O)(=O)c1ccccc1	7	-7	-1	14	-21	-3	-1	-60	0	-1
Cc1cnc(NC(=O)c2cccs2)s1	4	0	1	0	-2	-3	-3	0	4	3
Cc1cccc(C)c1-n1nnnc1SCc1nc(N)nc(N(C)C)n1	2	0	-8	-5	1	-2	-1	x	2	0
Cc1cccc(C)c1NC(=O)C(Cl)C(=O)c1ccccc1 (stereo unspecified)	6	9	0	32*	11	-3	-9	11	9	1
COc1ccc(S[C@]2(C(=O)N3CCN(c4ncccn4)CC3)CC(=O)N(c3ccc(C#N)cc3)[C@@H]2c2ccc(OC)cc2)cc1	x	-8	-7	4	0	1	-6	x	-13	17
O=[N+]([O-])c1ccc(N2CCOCC2)nc1	1	3	1	4	4	-1	-1	1	6	0
CCn1c(SCC(=O)NNC(=O)c2ccc(C)cc2)nnc1-c1ccncc1	7	3	-3	-5	2	-2	-7	-7	0	-1
CC(=O)N(CC1CCCO1)c1nnc(-c2cnccn2)s1 (stereo unspecified)	-4	-3	0	-1	-4	-1	-8	-1	6	1
CC(=O)Nc1cccc(-c2ccnc3c2CC(C(=O)Nc2ccc(C(C)C)cc2)O3)c1 (stereo unspecified)	-2	-1	1	2	0	1	-46	x	-23	8
CCN(Cc1ccccc1)S(=O)(=O)c1ccc(C(=O)N(CCCN(C)C)c2nc3cc(OC)ccc3s2)cc1	4	-3	4	-2	-3	12	3	-26	5	0
CCCn1c(SCc2cc(=O)[nH]c3ccccc23)nc2c1c(=O)n(C)c(=O)n2C	4	2	3	-1	7	0	-6	2	1	-2
CC(C)(C)NC(=O)C(c1ccncc1)N(Cc1cccs1)C(=O)Cn1nnc(-c2cccs2)n1 (stereo unspecified)	-8	-11	-1	2	-5	4	-1	-1	-4	-1
O=C(NCCN1C(=O)C2C3C=CC(C3)C2C1=O)Nc1ccc(Br)cc1 (stereo unspecified)	3	4	0	3	4	0	-2	-4	3	2
COc1cc(OC)cc(C2=Cc3ccccc3C(CC(C)=O)N2c2ccc(C#CCCO)cc2)c1 (stereo unspecified)	2	-1	1	3	1	5	2	x	-22	9
O=C(C1CCN(c2nnnn2-c2ccccc2)CC1)N1CCN(c2ccccc2)CC1	4	-15	5	-4	-10	1	3	5	-2	-7
O=C(Nc1cccc2ccccc12)C1CCCC1	4	-6	0	-6	7	-5	2	5	-9	0
CCCCn1c(N)c(N(CC)C(=O)c2cccc(OCc3ccccc3)c2)c(=O)[nH]c1=O	-1	2	1	5	5	2	2	2	-13	5
C=CCOC(=O)N1CCC2CC1c1c(-c3ccc(C(F)(F)F)cc3)cccc12 (stereo unspecified)	7	1	-3	-4	-1	0	-9	x	5	1
CC1(C(=O)N(CC(=O)NC2CCCC2)Cc2ccccc2)CC(=O)N=C2C=CC=CN21 (stereo unspecified)	-4	1	-2	-1	4	2	-1	-1	-1	-1
Cc1ccc(-n2c(SCc3cccc4ccccc34)nnc2-c2ccccn2)cc1	x	-11	-4	-8	-12	0	-1	x	-4	3
CC(C)(O)C#Cc1ccc(C(=O)N2CCN(c3ccc(F)cc3)CC2)cc1	3	0	-2	0	-2	1	-9	1	3	-9

3 compounds out of the list, ordered by count of non-hydrogen atoms, rising:
SMILES	TCR-CD3 inh	GC-B act	MBD2 DNA inh	PRMT1 inh	GC-A act	UHRF1 MBD2 ctr	SIAE inh	HTRA1 inhibitor	ABHD4 inh	rCAG RNA binder
CCCn1c(SCc2cc(=O)[nH]c3ccccc23)nc2c1c(=O)n(C)c(=O)n2C	4	2	3	-1	7	0	-6	2	1	-2
CC(=O)Nc1cccc(-c2ccnc3c2CC(C(=O)Nc2ccc(C(C)C)cc2)O3)c1 (stereo unspecified)	-2	-1	1	2	0	1	-46	x	-23	8
COc1cc(OC)cc(C2=Cc3ccccc3C(CC(C)=O)N2c2ccc(C#CCCO)cc2)c1 (stereo unspecified)	2	-1	1	3	1	5	2	x	-22	9

(listing goes on)
SMILES	TCR-CD3 inh	GC-B act	MBD2 DNA inh	PRMT1 inh	GC-A act	UHRF1 MBD2 ctr	SIAE inh	HTRA1 inhibitor	ABHD4 inh	rCAG RNA binder
CC(Sc1nncn1-c1ccccc1)C(=O)Nc1cccc([N+](=O)[O-])c1 (stereo unspecified)	5	4	3	0	0	1	5	2	7	0
COc1ccc(CNS(=O)(=O)c2cc(Br)cc3c2N(C(C)=O)C(C)C3)cc1 (stereo unspecified)	-1	6	4	-2	0	-2	-4	-1	-1	0
O=C(COc1ccc(Br)cc1Br)NC(=O)NC1CCCC1	4	-5	-2	-1	4	-1	3	-18	-4	-1
CCn1nc(C)cc1-c1n[nH]c(=S)n1N	6	4	0	-1	-1	-2	6	6	2	2
CCN(Cc1cc2cc(C)ccc2[nH]c1=O)C(=O)c1cccc([N+](=O)[O-])c1	0	1	0	-1	-1	1	-1	-1	2	-4
S=C1NCCOc2ccccc21	-5	-8	1	-2	-3	-1	6	x	-4	2
